# AmpC inh det = Promiscuous and Specific Inhibitors of AmpC Beta-Lactamase (assay with detergent); P00811; purified AmpC, nitrocefin hydrolysis with detergent; Potency, µM (series often up to 28.7 µM), without a hit: at the highest dose activity change, negative = inhibition; 71,000 tested, 0.09% active; active = well fitted curve in the direction sought with a large enough effect
# Target sequence (P00811 whole entry, looked up): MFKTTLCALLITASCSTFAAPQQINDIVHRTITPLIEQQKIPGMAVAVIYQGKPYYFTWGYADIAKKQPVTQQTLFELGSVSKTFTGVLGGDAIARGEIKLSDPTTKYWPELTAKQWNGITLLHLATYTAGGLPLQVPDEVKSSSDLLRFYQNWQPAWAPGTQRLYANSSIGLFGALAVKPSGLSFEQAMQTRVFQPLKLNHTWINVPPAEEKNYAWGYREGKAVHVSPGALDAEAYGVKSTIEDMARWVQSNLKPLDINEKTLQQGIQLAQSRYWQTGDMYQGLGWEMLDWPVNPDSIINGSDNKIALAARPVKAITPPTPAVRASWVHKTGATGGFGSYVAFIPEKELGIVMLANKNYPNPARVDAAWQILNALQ
#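 E. coli AmpC (5.3 nM) in 20 mM phosphate pH 7.0 with 0.01% Triton X-100, preincubated 15 min RT with compound; nitrocefin (2 uL of 800 uM stock) hydrolysis followed by 480 nm absorbance every 20 s over 4 min.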
# * hit, by the source's call; [ ] = another dose, or the depositor's remark. % is set by controls: 0 for no effect and ±100 for the full control effect; potency is the fitted concentration of half-maximal effect. These rows are one share of the data (hit frequency here may not be typical).
SMILES,AmpC inh det
COCCNC(=O)C(OC(=O)c1cccs1)c1ccccc1 (centres undefined),-4%
CCn1c(SCC(=O)N2CCN(c3ccc(F)cc3)CC2)nc2ccccc2c1=O,-8%
CCN1CCC(NC(=O)c2cc(OC)c(OC)cc2OC)CC1,-6%
COc1ccccc1NC(=O)CSc1nnc(-c2ccccc2)o1,9%
COc1cccc(NC(=O)COC(=O)c2ccco2)c1,13%
CC(C)NCC[C@@H](O)c1cc2ccccc2o1,-3%[5.75 µM]
Cc1ccc(CNC(=O)C(OC(=O)c2ccco2)C(C)C)cc1 (centres undefined),11%
Cc1c(C(=O)NCCN2CCOCC2)oc2ccc(S(=O)(=O)N3CCCCCC3)cc12,-5%
Cc1cc(C)cc(N(C(=O)c2ccc3c(c2)OCO3)C2C=CS(=O)(=O)C2)c1 (centres undefined),-1%
C/C=C/Cn1c(SC)nc2c1c(=O)[nH]c(=O)n2C,-4%
CCN(CC)CCN1C(=O)C(=O)/C(=C(/O)c2ccc(OCC(C)C)cc2)C1c1ccncc1 (centres undefined),0%
COCc1nnc(NC(=O)c2cccs2)s1,-4%
O=C(O)CCSc1nc2ccccc2s1,-4%
CC(NC(=O)c1nn(C)c(=O)c2ccccc12)c1ccc(F)cc1 (centres undefined),-4%
COc1cccc(C2=N/C(=C\N(C)C)C(=O)O2)c1,6%
Oc1cccc(-c2nc3ccccc3s2)c1,-2%
O=C(CN1CCC(n2nnc3cc(C(F)(F)F)ccc32)CC1)Nc1ccc2c(c1)OCCO2,-1%
Cc1ccccc1NC(=O)C1CC(Cl)=CCC1C(=O)O (centres undefined),8%
COC(=O)C1(C)C=CC2(CCCCC2)N1C(=O)c1ccccc1 (centres undefined),14%
Cc1ccc(C2CC(=O)N3CN(c4ccc(Br)cc4)CSC3=C2C#N)o1 (centres undefined),-6%
CC(C)(C)NC(=O)C(c1ccncc1)N(C(=O)c1csnn1)C1CC1 (centres undefined),-3%
CCC(=O)N(CCc1ccccc1C)Cc1cc2cc3c(cc2[nH]c1=O)OCO3,21%
COc1cc2nc(N3CCN(C(=O)C4CCCO4)CC3)nc(N)c2cc1OC (centres undefined),16%
Cc1cc(C)cc(NC(=O)CCNS(=O)(=O)c2ccc3c(c2)oc(=O)n3C)c1,1%
COC(=O)c1ccc(NS(=O)(=O)c2ccc3c(c2)oc(=O)n3C)cc1,5%
COc1ccc(CNC(=O)C(C#N)c2nc3ccccc3nc2N2CCCC2)cc1 (centres undefined),-1%
CCC1CCCCN1C(=O)CSc1nc2c(cnn2-c2ccc(C)cc2)c(=O)[nH]1 (centres undefined),10%
COc1ccc(-n2nc(C(=O)NCC(=O)NCC3CCCO3)c3ccccc3c2=O)cc1 (centres undefined),1%
COc1ccc(-c2nc(CSCC(=O)NCc3ccc4c(c3)OCO4)c(C)o2)cc1OC,15%
COc1cccc(CN2C(=O)CCC2(C)C(=O)NC2CCCCC2)c1 (centres undefined),10%
Cc1ccc(C)c(NC(=O)CS(=O)(=O)c2c[nH]c3ccccc23)c1,-2%
O=C(NC1CCCCC1)N1CCc2[nH]c3ccccc3c2C1,-2%
C[C@]12CCC(=O)C=C1CC[C@@H]1[C@@H]2CC[C@@]2(C)[C@H]1CC[C@]2(C)O,4%
CCCC[P+](CCCC)(CCCC)Cc1ccc(NC(=O)[C@@H](Cc2ccc3ccccc3c2)NC(=NC2CCCCC2)NC2CCCCC2)cc1,-9%
C=CCSc1nnc(C)n1-c1ccc(Cl)cc1,-3%
CCN(CCCNC(=O)COc1cc(=O)n(CC)c2ccccc12)Cc1ccccc1,-6%
CCOc1ccccc1NC(=O)C1CCC(CNc2c(N3CCOCC3)c(=O)c2=O)CC1 (centres undefined),9%
CCOc1ccc(N(CC(=O)Nc2nccs2)S(=O)(=O)c2c(C)noc2C)cc1,2%
O=C(Nc1ccc(F)cc1F)N1CCN(c2ncccn2)CC1,10%
O=C(O)c1ccc(CO)o1,8%
Cn1cccc1C(=O)N1CCC2(CC1)CN(C(=O)Nc1cccc(C#N)c1)C2,7%
Cc1ccc(-n2c(Cc3cccn3C)nnc2SCC(=O)N2CCc3ccccc32)cc1,-5%
Cc1cc(Nc2ccc(N3CCC(C)CC3)cc2)n2ncnc2n1,8%
NS(=O)(=O)c1cc2c(cc1Cl)=NC(CCC(=O)O)=NS=2(=O)O,17%[5.75 µM]
O=C(O)C1CCCCC1C(=O)NCc1cn2ccccc2n1 (centres undefined),11%
CC(C)[C@@H]1OC(=O)C=CC=CC=CC=CC=CC[C@@H](O)[C@H](C)[C@@H](O)C[C@H](O)C[C@H](O)C[C@H](O)C[C@H](O)C[C@H](O)C[C@H](O)C=C[C@@H]1C,-4%[5.75 µM]
CON(C)c1nc(OCCNC(=O)OCc2ccc(Cl)cc2Cl)nc(N(C)C)n1,-2%
Cc1cc2nc(C)n3c4ccccc4nc3n2n1,6%
OC(Cn1ccnc1)c1ccc(Cl)cc1Cl (centres undefined),-2%
Cc1ccc(-c2nnn(CC(=O)N(Cc3cccs3)C(C(=O)NC(C)(C)C)c3ccc(C)o3)n2)o1 (centres undefined),-5%
Cc1csc(NC(=O)CCS(=O)(=O)c2ccc(Br)cc2)n1,-8%
CC(C)c1nc(SCC(=O)NCc2ccc3c(c2)OCO3)c2c(=O)n(C)c(=O)n(C)c2n1,15%
COc1cc(NC(=O)C2COc3ccccc3O2)c(OC)cc1Cl (centres undefined),-1%
CC(=O)c1cnc(Nc2nc(C)c3cc(C)ccc3n2)nc1C,-3%
CCCCN1C(=O)C(O)(CC(=O)c2c(C)n[nH]c2C)c2cc(Br)ccc21 (centres undefined),-4%
Cc1nnc(NC(=O)C2CCN(c3nnnn3-c3ccccc3)CC2)s1,2%
CCN(Cc1cc2cc(C)ccc2[nH]c1=O)C(=O)c1cccc(OC)c1,-2%
COCC(=O)N1CCC2(CC1)CN(Cc1ccc(C#N)cc1)C2,-2%
COc1cc2c(C(=O)NCc3ccccn3)cn(C)c(=O)c2cc1OC,11%
Cc1ccc(-n2c(N)c(C(=O)N3CCCCC3)sc2=S)cc1,-3%

# Next section
SMILES,AmpC inh det
CCOC(=O)N1CCC(N2C(=O)c3ccc(C(=O)NCc4ccc(F)cc4)cc3C2=O)CC1,3%
Cc1sc(NC(=O)CSc2nnc(-c3ccc(F)cc3)o2)c(C#N)c1C,2%
CCN(CC)c1ccc(NC(=O)c2ccc(Br)o2)cc1,-4%
Cn1c(Cn2c(=O)sc3ccccc32)nnc1SCc1cccnc1,2%
C[C@H](NC(=O)OC(C)(C)C)c1nnc(SCC(=O)c2ccc(Cl)cc2)o1,13%
O=c1c(-c2cc(F)cc(F)c2)nc2cnc(N3CCOCC3)nc2n1Cc1cccs1,-2%
Brc1cccc(-c2nnc(SCc3ccon3)n2-c2ccccc2)c1,15%
C/C=C/c1ccc(OCCN2C(=O)NC(C)(C)C2=O)c(OC)c1,-1%
CCc1noc(C)c1C(=O)Nc1sc(C(=O)N(C)C)c(C)c1C(=O)OC,-4%
OCC1N=C(c2ccccn2)OC1c1ccccc1 (centres undefined),-3%
CCOc1ccc(NC(=O)Nc2ccc3c(c2)N(C)C(=O)CS3)cc1,9%
O=C(NCc1ccccc1)N(Cc1cc2cc3c(cc2[nH]c1=O)OCCO3)CC1CCCO1 (centres undefined),-6%
O=C(Cn1cnnn1)OCC(=O)c1ccc(Cl)s1,8%
CN(C)Cc1cc(C(C)(C)C)cc(CN(C)C)c1O,-4%[5.75 µM]
CN(C)C(=O)Nc1ccc(F)cc1F,16%
COc1ccc2[nH]c(=O)c(CN(Cc3cccnc3)C(=O)Nc3ccccc3)cc2c1,8%
Nc1nc(-c2cccnc2)nn1C(=O)c1ccco1,-3%
C=CCN1CCc2cccc3c2[C@@H]1Cc1ccc(O)c(O)c1-3,0%
Cc1cc2nnc(SC3CCOC3=O)n2c2ccccc12 (centres undefined),-2%
Cc1cccn2cc(CNc3ccccc3)nc12,-3%
COc1ccccc1-c1noc(-c2ccccc2C(=O)N2CCOCC2)n1,-4%
Brc1ccc(Oc2nnnn2-c2ccccc2)cc1,3%
CCOC(=O)Cc1csc(NC(=O)CSc2nnc(-n3nc(C)cc3C)c3ccccc23)n1,-7%
Cn1c(C(C#N)C2=C(Cl)C(=O)N(c3ccccc3)C2=O)nc2ccccc21 (centres undefined),-2%
COc1nc(NCC(C)C)nc(Oc2ccc(=O)n(-c3ccccc3)n2)n1,8%
Cc1nn(CC(=O)Nc2ccc(C(=O)N3CCCC3)cc2)c(=O)c2ccccc12,-2%
C[N+](C)(C)[C@H](Cc1c[nH]c(=S)[nH]1)C(=O)O,-2%[5.75 µM]
OC(COc1ccc2ccccc2c1Br)Cn1ccnc1 (centres undefined),-8%
Cc1ccc(S(=O)(=O)N(CC(O)CN2CCCC2)c2ccccc2)cc1 (centres undefined),18%
CC(=O)c1cccc(NC(=O)NC(C)C2CCCO2)c1 (centres undefined),-2%
Cc1noc(C)c1-c1cncnc1-n1ccnc1,11%
CC(=O)N1CCCc2cc(S(=O)(=O)Nc3ccc4c(c3)OCO4)ccc21,-5%
CC(C)c1nnc(NC(=O)CCS(=O)(=O)c2nc(-c3cccs3)cc(C(F)(F)F)n2)s1,6%
O=C(NC1CCCC1)C1CCCN1C(=O)Nc1ccccc1Cl (centres undefined),-1%
Cc1cc(NCc2ccc(F)cc2Cl)n2nnnc2n1,8%
CCCn1c(=O)c2ccccc2n2c(SCCOc3ccccc3)nnc12,-1%
Cc1cccc2cc3c(nc12)SC(=NCC1CCCO1)N(Cc1ccco1)C3 (centres undefined),29%
O=C(NCc1ccco1)Nc1ccc(Br)cc1,7%
O=C(NCc1ccc2c(c1)OCO2)c1cccc(Cl)c1,9%
O/N=C1/C2C3CC4C5C3C1C5C1(OCCO1)C42 (centres undefined),-2%
COc1ccc(OC)c(NC(=O)C2CCCN2C(=O)OCc2ccccc2)c1 (centres undefined),-2%
CCN(CC)C(=O)c1cncc(C(=O)N(CC)CC)c1-c1ccccc1,-4%
O=C(COC(=O)CCc1c[nH]c2ccccc12)NC1CCS(=O)(=O)C1 (centres undefined),0%
O=C(c1ccco1)N1CCC[C@@]2(CCN(c3ccccc3)C2)C1,-2%
Cc1ccc(Cl)cc1NC(=O)Cn1cccc1,-2%
CCCOc1ccc(Cc2nn3c(=O)/c(=C/c4ccco4)sc3nc2=O)cc1,-2%
CCOC(=O)N1CCC(NC(=O)CCC(=O)N2CC(C)Oc3ccc(C)cc32)CC1 (centres undefined),-2%
CCOC(=O)N1CCN(C(=O)CN(Cc2ccc(Cl)cc2)S(C)(=O)=O)CC1,-3%
CCOC(=O)N1CCN(C(=O)C2CC(c3ccc(F)cc3)=NO2)CC1 (centres undefined),13%
c1ccc(CCc2nc(-c3ccccn3)no2)cc1,-6%
O=C(Cn1c(-c2ccccc2)noc1=O)NCc1ccccc1,-2%
NNC(=O)c1ccncc1,9%
COC(=O)C1(C)NC(c2ccc(O)cc2)C2C(=O)N(c3ccc4c(c3)OCCO4)C(=O)C21 (centres undefined),14%
Cc1ccc(S(=O)(=O)Cn2nnnc2CN2CCN(Cc3ccc4c(c3)OCO4)CC2)cc1,1%
O=c1cc(-c2ccccc2O)oc2ccc3ccccc3c12,-1%
COC(=O)c1ccccc1S(=O)(=O)N1CCC(c2nc3ccccc3o2)CC1,0%
O=C(NC12CC3CC(CC(C3)C1)C2)N1CCC(O)(c2ccc3c(c2)OCO3)CC1,10%
CC(=O)Nc1cc(NC(=O)C2C3C=CC(C3)C2C(=O)O)ccc1Cl (centres undefined),-3%
CC(C)c1nc2oc3c(NCc4cccnc4)ncnc3c2c2c1CCC2,0%
CC1CCCN(CCCNC(=O)C2CC(=O)N(c3ccc(F)c(Cl)c3)C2)C1 (centres undefined),-1%

# Random excerpt: 2 compounds from above
SMILES,AmpC inh det
Cc1nnc(NC(=O)C2CCN(c3nnnn3-c3ccccc3)CC2)s1,2%
Cn1cccc1C(=O)N1CCC2(CC1)CN(C(=O)Nc1cccc(C#N)c1)C2,7%

# By substructure: those above with an aryl methoxy group.
SMILES,AmpC inh det
CCN1CCC(NC(=O)c2cc(OC)c(OC)cc2OC)CC1,-6%
COc1ccccc1NC(=O)CSc1nnc(-c2ccccc2)o1,9%
COc1cccc(NC(=O)COC(=O)c2ccco2)c1,13%
COc1cccc(C2=N/C(=C\N(C)C)C(=O)O2)c1,6%
COc1cc2nc(N3CCN(C(=O)C4CCCO4)CC3)nc(N)c2cc1OC (centres undefined),16%
COc1ccc(CNC(=O)C(C#N)c2nc3ccccc3nc2N2CCCC2)cc1 (centres undefined),-1%
COc1ccc(-n2nc(C(=O)NCC(=O)NCC3CCCO3)c3ccccc3c2=O)cc1 (centres undefined),1%
COc1ccc(-c2nc(CSCC(=O)NCc3ccc4c(c3)OCO4)c(C)o2)cc1OC,15%
COc1cccc(CN2C(=O)CCC2(C)C(=O)NC2CCCCC2)c1 (centres undefined),10%
COc1cc(NC(=O)C2COc3ccccc3O2)c(OC)cc1Cl (centres undefined),-1%
CCN(Cc1cc2cc(C)ccc2[nH]c1=O)C(=O)c1cccc(OC)c1,-2%
COc1cc2c(C(=O)NCc3ccccn3)cn(C)c(=O)c2cc1OC,11%
C/C=C/c1ccc(OCCN2C(=O)NC(C)(C)C2=O)c(OC)c1,-1%
COc1ccc2[nH]c(=O)c(CN(Cc3cccnc3)C(=O)Nc3ccccc3)cc2c1,8%
COc1ccccc1-c1noc(-c2ccccc2C(=O)N2CCOCC2)n1,-4%
COc1nc(NCC(C)C)nc(Oc2ccc(=O)n(-c3ccccc3)n2)n1,8%
COc1ccc(OC)c(NC(=O)C2CCCN2C(=O)OCc2ccccc2)c1 (centres undefined),-2%
